PTAP TSG101 blk – blocks PTAP/TSG101 interaction to inhibit HIV-1 budding; Q99816; Fluorescence polarization, FITC-PTAP peptide / Tsg101 binding; Potency, µM (series often up to 115 µM), without a hit: top-dose activity change, negative = inhibition, most hits filed as inhibitors; 340,000 tested, under 10 active; active means well fitted inhibition curve with a large enough effect in the main read-out, with a control signal flat, not every such curve was filed as active; inconclusive means small, poorly fitted or top-dose-only effect, or effect the other way, or a change in a side signal; inactive means no such curve, though single readings can be large or run the other way; further: potency means the concentration at half of the fitted maximal effect; % of control where 0% means no effect
Target sequence (Q99816 whole entry, looked up): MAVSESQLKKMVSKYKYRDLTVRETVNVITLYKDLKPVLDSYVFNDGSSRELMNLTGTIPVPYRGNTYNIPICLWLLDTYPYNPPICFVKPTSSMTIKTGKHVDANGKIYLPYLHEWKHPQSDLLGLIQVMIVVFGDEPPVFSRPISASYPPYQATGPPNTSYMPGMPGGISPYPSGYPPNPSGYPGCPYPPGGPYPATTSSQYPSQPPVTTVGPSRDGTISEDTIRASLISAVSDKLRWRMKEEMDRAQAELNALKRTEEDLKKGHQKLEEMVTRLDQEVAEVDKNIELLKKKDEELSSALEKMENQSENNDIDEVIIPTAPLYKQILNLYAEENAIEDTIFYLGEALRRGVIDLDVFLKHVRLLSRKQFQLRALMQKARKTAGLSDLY
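Fluorescence polarization binding of Tsg101 binding domain (10 uM final) to FITC-labeled PTAP peptide (50 nM final) in HEPES pH 7.5 buffer with NaCl, Tween 20, EDTA, TCEP. Compounds added before peptide; binding 20 min at RT.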
Integrin act MD – activators of alpha7 integrin expression for muscular dystrophy; alpha7betagal myoblasts, beta-gal FDG fluorescence, 48 h; Potency, µM (titrated, usually from 38.3 µM), without a hit: at the highest dose activation, most hits filed as activators; 350,000 tested, 0.064% active; AID 624291;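 further: potency means the concentration at half of the fitted maximal effect; 100% = response of the positive control SU9516; nearly all actives have a fitted effect of over 60% in size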
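Alpha7betagal+/- myoblasts (passage 13) were plated 16-24 hr, then exposed to compounds (1:260 dilution of DMSO stock) for 48 hours at 37C. After MPER lysis, β-galactosidase reporter activity was read as FDG fluorescence (ex 480/em 540) after 30 minutes.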
ASM inhibitor – blocks human secretory acid sphingomyelinase. P17405. placental ASM, HMU-PC fluorogenic substrate, 60 min. Potency, µM (highest dose often 57.5 µM), for the others: top-dose activity change, negative = inhibition, actives largely listed as inhibitors. 340,000 tested, 0.006% active; further: potency means the concentration at half of the fitted maximal effect
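Human placenta-derived ASM preincubated with compound 10 min at room temperature, then reacted with 9 uM (final) fluorogenic HMU-PC substrate for 60 min at 37 C. Stop solution raises pH to 10; fluorescence read at Ex 386/Em 447 nm.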
GALK inhibitor – blocks human galactokinase activity. Potency, µM (series often up to 57.5 µM), for the others: at the top dose activity change, negative = inhibition, hits mostly inhibitors. AID 1868. 270,000 tested, 0.007% active. Purified GALK, Kinase-Glo residual ATP luminescence; further: potency means the concentration at half of the fitted maximal effect; on the % scale 0 is the no-effect control and ±100 the full control effect
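ATP-depletion format; final 35 uM ATP, 100 uM D-galactose, 5 nM enzyme; pH 8.0 HEPES/Mg2+ buffer; 60 min RT; luminescence read 10 min after detection reagent.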
B2AR arrestin – recruits beta-arrestin to the human beta2-adrenergic receptor; P07550; beta-arrestin recruitment to beta2AR, cell-based reporter; Potency, µM (titrated, usually from 46.1 µM), for inactives: at the top dose activation, usual class: activators; 330,000 tested, 0.02% active; AID 492947;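 further: potency means the concentration at half of the fitted maximal effect; 0% = DMSO controls and full agonism = EC100 isoproterenol or metaproterenol; nearly all actives have a fitted effect of over 65% in size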
Target sequence (P07550 whole entry, looked up): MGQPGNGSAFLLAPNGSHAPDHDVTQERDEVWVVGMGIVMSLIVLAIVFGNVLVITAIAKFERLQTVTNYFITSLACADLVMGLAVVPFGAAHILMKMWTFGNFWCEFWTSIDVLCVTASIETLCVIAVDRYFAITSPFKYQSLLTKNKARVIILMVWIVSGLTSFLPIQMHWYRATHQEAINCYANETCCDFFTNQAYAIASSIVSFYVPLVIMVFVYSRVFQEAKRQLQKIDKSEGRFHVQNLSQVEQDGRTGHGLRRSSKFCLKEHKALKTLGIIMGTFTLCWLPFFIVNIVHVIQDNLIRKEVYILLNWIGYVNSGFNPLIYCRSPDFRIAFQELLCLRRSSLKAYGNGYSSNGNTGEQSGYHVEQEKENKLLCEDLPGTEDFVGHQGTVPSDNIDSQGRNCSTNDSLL
Chronic BCR inh – chronic active BCR signaling inhibition; ABC-DLBCL IkBa-CBG/CBR reporter, luminescence ratio, 4 h; Potency, µM (titrated, usually from 46.1 µM), inactives show at the highest dose ratio change, negative = lower green/red ratio, actives largely listed as inhibitors; 340,000 tested, 0.05% active; active means well fitted inhibition curve with a large enough effect in the signal ratio, with a control signal flat, not every such curve was filed as active; inconclusive means small, poorly fitted or top-dose-only effect, or effect the other way, or a change in a side signal; the % refers to the signal ratio;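 further: potency means the concentration at half of the fitted maximal effect; plate controls were basal doxycycline-induced cells for no effect and cells given 10 µM MG132 for full effect; MG132 reads +100%, hits lower the ratio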
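TMD8 human ABC-DLBCL cells with doxycycline-inducible IκBα–green luciferase fusion and unfused red luciferase, in 0.5% FBS medium; compounds up to 46 uM, 4 h at 37C. Green/red luminescence ratio, filter-overlap corrected, fitted to concentration-response curves.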
FBPA coupling cs – inhibits coupling enzyme system, counter-screen for aldolase hits. coupling enzyme system counterscreen, AmpLite Red fluorescence. activity change, negative = inhibition, % at 58.2 µM, hits read low. 290,000 tested, 0.67% active. AID 2472; in the data active means activity change below about -30%; further: on the % scale 0 is the no-effect control and ±100 the full control effect
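Counterscreen of the coupled detection system alone, without aldolase: glyceraldehyde-3-phosphate coupling enzymes plus AmpLite Red readout. Compounds at 57.5 uM final, 10 min RT preincubation, 20 min RT reaction, fluorescence 525/598 nm.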
Giardia killer – kills Giardia lamblia | Giardia lamblia trophozoite viability | activity change, % at 7.66 µM, hits read low | 340,000 tested, 0.15% active; in the data active means activity change below about -80%; inconclusive means between about -30% and that limit;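 further: parasites exposed to compound for two days anaerobically before the ATP read; on the % scale 0 is the no-effect control and ±100 the full control effect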
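Giardia lamblia trophozoites (100 cells/well) were incubated with compounds for 48 h at 37 deg C under anaerobic conditions. Viability was read as ATP content by one-step luminescence after 15-30 min at room temperature.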
Menin-MLL TR inh – inhibitors of human menin-MLL interaction, mutant MLL peptide | Menin + Texas Red MLL mutant peptide, fluorescence polarization | Potency, µM (doses to about 61.6 µM), for inactives: top-dose FP activity change, negative = inhibition, actives largely listed as inhibitors | 270,000 tested, 0.23% active | AID 1768; active means well fitted inhibition curve with a large enough effect in the polarisation, with a control signal flat, not every such curve was filed as active; inconclusive means small, poorly fitted or top-dose-only effect, or effect the other way, or a change in a side signal; inactive means no such curve, though single readings can be large or run the other way; the % refers to the polarisation; further: potency means the concentration at half of the fitted maximal effect; % of control where 0% means no effect; many of its hits are not listed in these tables
Tb PFK block – inhibitors of T. brucei phosphofructokinase. T. brucei PFK, ADP-Glo luminescence. O15648. Potency, µM (doses to about 57.5 µM), for inactives: at the highest dose activity, negative = inhibition, usual class: inhibitors. 330,000 tested, 0.17% active;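 further: potency means the concentration at half of the fitted maximal effect; 0% = uninhibited 1x PFK enzyme wells and -100% = no-enzyme wells; nearly all actives have a fitted effect of over 60% in size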
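Compounds were pin-transferred as a titration series up to 57 uM into substrate buffer (0.5 mM F6P, 0.1 mM ATP, pH 8.0), then 1.25 nM PFK was added and reactions ran 45 min before ADP-Glo detection.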
PKM2 act – activators of human pyruvate kinase M2. AID 1631. 260,000 tested, 0.34% active. P14618. purified PKM2, Kinase-Glo ATP luminescence, activation; response scale: 0% is enzyme alone, no compound. Potency, µM (doses to about 57.5 µM), for inactives: at the highest dose activation, actives largely listed as activators; further: potency means the concentration at half of the fitted maximal effect; on the % scale 0 is the no-effect control and ±100 the full control effect; nearly all actives have a fitted effect of over 55% in size
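Kinase-Glo luminescence reports ATP generated from ADP (0.1 mM) and PEP (0.5 mM) by purified hPK-M2 after 1 h at room temperature, pH 7.2 imidazole buffer; intermediate enzyme activity allows detecting inhibitors and activators.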
Active calls of the source: *; i = inactive; ? = inconclusive; · = no result given; & = joins results of further samples; [ ] = dose if it differs, or a comment. Unless noted, the call rests on the fitted dose curve; in most records, active means well fitted curve in the direction sought with a large enough effect; inconclusive means small, poorly fitted or top-dose-only effect, or another doubt; inactive means no such curve, though single readings can be large; an effect the other way counts as inactive or inconclusive. An excerpt; rates above refer to the full screens.

SMILES	PTAP TSG101 blk	Integrin act MD	ASM inhibitor	GALK inhibitor	B2AR arrestin	Chronic BCR inh	FBPA coupling cs	Giardia killer	Menin-MLL TR inh	Tb PFK block	PKM2 act
CC1(C)Cc2ccccc2-c2nnc(-c3ccccn3)n21	0.6%	6.1%	-1.2%	5.5%	-0.3%	-3.4%	0.1	5.4	1.0%	0.3%	-5.2%
CC(NC(=S)NC1CCCCC1)C(c1cccs1)N1CCOCC1 (stereo unspecified)	-0.7%	12.6%	-2.7%	4.4%	-0.3%	0.7%	-0.1	6.2	·	-2.7%	-7.5%
Cc1cccc(NC(=O)Cn2c(=O)n(CCc3c[nH]c4ccccc34)c(=O)c3cccnc32)c1	·	·	·	·	0.3%	-5.5%	2.5	·	?	-2.5%	-0.6%
COc1ccc(COc2cc(-c3cccc(OC)c3)nc3ccc(NC(=O)c4ccc(Cl)cc4)cc23)cc1	0.2%	-4.6%	10.1%	·	-0.4%	-3.7%	2.5&0.2	3.4	-7.0%&-2.9%	0.9%	0.2%
COc1cc(/C=N/N2CCCCC2)cc([N+](=O)[O-])c1O	-8.9%	0.0%	-5.5%	·	-1.0%	4.1%	-1.3	44.7[activator]	5.5%	-1.1%	·
CN(C)c1nc(N)nc(CSc2nc3cc(Cl)ccc3o2)n1	-1.0%	1.1%	1.5%	1.1%	0.0%	13.0%	0.1	-0.4	3.8%	-10.5%	-6.5%
Cc1cccc(N(C(=O)CNC(=O)c2ccco2)C(C(=O)NC2CCCC2)c2cccnc2)c1C (stereo unspecified)	2.2%	32.6%	1.6%	1.0%	-0.4%	-0.2%	0.8	-11.7	·	0.1%	·
Cc1[nH]c2ccccc2c1C(=O)NS(=O)(=O)Nc1ccc(F)cc1	-0.4%	-22.7%	-2.0%	6.6%	-0.1%	-12.9%	1.4	10.4	-0.1%	-3.0%	-2.7%
N#CCCN(Cc1cccnc1)C(=S)Nc1ccccc1Cl	-1.1%	-14.9%	2.9%	0.2%	0.2%	-1.7%	-0.5	-19.4	-1.3%	-0.7%	-8.4%
C/C(=C\c1ccccc1F)C1Nc2cccc3cccc(c23)N1	2.4%	·	-1.6%	·	0.4%	-8.2%	·	-9.5	·	0.0%	·
O=C(CC(=O)Nc1ccc(Cl)cc1Cl)Nc1ccc(Cl)cc1Cl	-2.1%	-22.6%	-3.5%	-0.5%	0.2%	6.4%	-2.3	2.1	-24.4%	0.0%	·
CCCCN(CCCC)CCNC(=O)c1cn(CC)c2ccc(S(=O)(=O)N3CCCC3)cc2c1=O	1.8%	24.9%	2.1%	1.3%	0.2%	2.2%	·	20.5	·	-3.6%	·
CN(c1ccccc1)C(c1ccc(F)cc1)c1nnnn1CC1CCCO1 (stereo unspecified)	3.3%	13.6%	2.8%	0.8%	-0.1%	0.8%	-3.9	-12.4	2.7%	0.6%	9.2%
CCCCn1c(N)c(N(CC)C(=O)c2cc(CC)c(C)s2)c(=O)[nH]c1=O	-2.0%	-12.6%	1.7%	·	-0.2%	-0.7%	·	-22.4	·	3.7%	·
CCn1c(=O)c(C(=O)CN2CC(C)OC(C)C2)c(N)n(Cc2ccccc2)c1=O (stereo unspecified)	-4.1%	-13.2%	0.7%	-1.0%	-0.1%	?	-0.6	-15.9	3.1%	4.9%	-0.6%
CC1=C(C/C=C(\C)CCCC(C)CCCC(C)CCCC(C)C)C(=O)c2ccccc2C1=O (stereo unspecified)	0.5%	·	-2.8%	·	-0.1%	?	-10.6	-9.8	-7.0%	-5.4%	·
CC1=C(NCCc2ccccc2)CCC1=O	-3.5%	-11.7%	3.0%	-1.5%	0.5%	-4.4%	-1.8	-2.3	-14.7%	-6.6%	?
COc1ccc(-c2nnc(SCC(=O)N3CCCc4ccccc43)o2)cc1OC	-7.2%	5.8%	4.4%	-1.9%	0.8%	16.0%	2.1	18.0	18.1%	-1.1%	0.0%
Cc1nccn1CC(=O)N/N=C/c1ccccc1O	-3.0%	-21.5%	i	2.1%	-0.2%	?	-1.6	?	·	-3.9%	-11.4%
Cc1ccc(-n2c(SCC(=O)Nc3cccc(S(N)(=O)=O)c3)nc3ccccc32)cc1	-5.7%	-36.3%	-23.9%	-3.0%	0.3%	?	1.2	43.7[activator]	12.9%	-3.5%	5.2%
CC(Oc1ccc2c3c(c(=O)oc2c1)CCC3)C(=O)N[C@@H](Cc1ccccc1)C(=O)O (stereo partly specified)	-1.5%	0.0%	39.3%[activator]	·	0.2%	4.0%	0.9	21.6	-4.2%	-1.6%	-0.7%
c1ccc(-c2nc3ccccc3o2)nc1	-0.1%	6.3%	2.2%	-1.3%	0.5%	3.4%	-0.3	-6.4	-1.1%	-1.0%	-15.6%
Cc1ccc(OCC(=O)NNC(=O)C2CCCO2)c(C)c1 (stereo unspecified)	-0.4%	1.7%	-2.2%	4.4%	-0.2%	?	-1.2	-13.6	-2.3%	-4.2%	-1.5%
COc1cc(/C=C/C(=O)O)cc(S(=O)(=O)N2CCc3ccccc3C2)c1OC	-1.6%	-28.4%	-0.7%	-2.9%	0.0%	?	-3.7	10.0	?	-3.9%	-2.5%
Cc1ccc(-n2c(SCC(=O)Nc3ccc4c(c3)OCO4)nnc2-c2ccccn2)cc1	-6.8%	-1.7%	-0.1%	-3.4%	0.2%	-4.4%	0.2	-0.2	·	-0.9%	-0.3%
O=C(NCCc1c[nH]c2ccccc12)c1ccc(S(=O)(=O)NCc2ccco2)cc1	-3.8%	15.4%	-0.1%	0.1%	0.1%	-19.0%	-2.7	-6.6	?	3.5%	-10.9%
COc1ccc(NC(=O)C2CCCNC2)cc1OCC(C)C (stereo unspecified)	-5.8%	-25.2%	-1.1%	-0.6%	-0.3%	-0.6%	0.2	-15.2	-2.5%	-1.1%	-1.5%
CN1CC2CCCC3(C1)C(=O)NC1(CCCCC1)N=C23 (stereo unspecified)	-7.4%	10.6%	8.1%	-0.4%	-0.3%	?	2.5	-2.7	-1.7%	0.9%	14.2%
CCCCn1c(N)c(N(CCC(C)C)C(=O)c2sc3nc4n(c(=O)c3c2C)CCC4)c(=O)[nH]c1=O	0.9%	-15.9%	0.3%	-1.6%	-0.4%	-0.7%	·	-6.5	·	-8.3%	3.9%
O=C(COC(=O)CC1SC(N2CCCC2)=NC1=O)Nc1c(F)c(F)c(F)c(F)c1F (stereo unspecified)	-5.3%	30.8%	0.5%	·	0.3%	0.2%	·	23.9	·	-19.3%	·
COc1ccc(NS(=O)(=O)c2cc3c(cc2C)N(C)CCO3)cc1	-3.8%	2.0%	-0.6%	·	0.0%	-1.1%	-0.5	-11.4	4.1%	1.4%	-0.9%
COc1ccccc1/C=C/C(=O)N1CCOCC1	-1.1%	-19.9%	2.2%	1.7%	-0.2%	?	0.4	4.8	1.5%	0.7%	2.3%
CCN(CC)c1ccc2cc(-c3nc(-c4ccc(OC)cc4)cs3)c(=O)oc2c1	?	-230.3%[inhibitor]	17.2%	0.0%	-0.3%	?	-0.6	1.2	21.0%	4.3%	-6.8%
N#Cc1c2c(c(N3CCN(CCO)CC3)n3c1nc1ccccc13)CCCC2	·	·	·	-5.3%	0.1%	28.9%	-2.8	·	0.4%	-3.8%	?
O=C(O)CSc1nnc(-c2ccccc2)o1	-5.0%	22.4%	2.0%	6.7%	-0.3%	12.1%	6.4	-3.1	-1.5%	7.8%	2.9%
CS(=O)(=O)N1CCc2cc(C(=O)N3CCN(c4cccc(Cl)c4)CC3)ccc21	0.6%	28.9%	-0.4%	3.3%	-0.6%	-0.7%	·	-10.7	·	1.3%	·
COc1ccc(C(=O)Nc2nc3ccccc3s2)cc1	2.9%	0.0%	1.6%	0.9%	0.1%	?	-5.7	?	?	0.1%	-9.7%
COc1ccc(-c2nnc(NC(=O)c3ccc([N+](=O)[O-])o3)o2)c(OC)c1	1.0%	-27.8%	·	4.1%	-0.8%	-3.8%	5.4	-99.9*	?	2.6%	-2.1%
Cc1nc(SCC(=O)NCc2ccco2)c2c(=O)n(C)c(=O)n(CC(C)C)c2n1	·	·	·	1.5%	-0.4%	4.1%	1.9	·	-0.1%	-0.3%	-0.9%
O=S(=O)(c1ccc(-c2ccno2)s1)N1CCCCC1	-2.3%	11.6%	-2.1%	-1.7%	-0.8%	0.3%	3.7	6.2	9.0%	-12.9%	4.9%
Cc1ccc2c(c1)[C@H]1[C@H](CO2)[C@H](c2ccccc2)[C@]2(C)C(=O)N(CC3CCCO3)CC(=O)N12 (stereo partly specified)	-3.5%	-4.0%	5.4%	·	-2.5%	-1.1%	·	3.4	·	3.6%	·
